High-throughput results from PubChem BioAssay.
EWS-Fli block: EWS/Fli-driven NR0B1 reporter inhibitors, primary screen, A673 cells, NR0B1 luciferase, luminescence, MLPCN library; 350,000 tested, 0.67% active; viability-normalised; inhibition, % at 12.6 µM;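 active = mean inhibition of at least 50% after viability correction, with every replicate also passing that limit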;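 note: firefly luciferase signal divided by Alamar Blue viability fluorescence both relative to DMSO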
LGR2 antag: inhibitors of bursicon-induced LGR2 CRE-luciferase signal, primary screen, cell-based, HEK293, CRE-luciferase reporter, bursicon stimulation; bursicon-stimulated, 4 h; inhibition, % at 9.99 µM; Drosophila bursicon receptor LGR2 (rickets); 380,000 tested, 0.35% active; AID 720647, 2013;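 active = drop in luminescence signal, shown as inhibition above about 50% in the replicate tests, limit read from the data, passing the limit was not always enough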;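 note: agonist challenge used bursicon conditioned medium at about half maximal strength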
Starred values were filed as active, the others as inactive. Not all compounds are listed, so the mix of outcomes need not match the whole.

SMILES | EWS-Fli block | LGR2 antag
Cc1cccc(CN(C)C[C@@H]2OCc3cn(nn3)CCCC(=O)N([C@@H](C)CO)C[C@@H]2C)c1 | 1 | 4
C[C@H]1CN([C@@H](C)CO)S(=O)(=O)c2ccc(-c3ccccc3)cc2O[C@H]1CN(C)Cc1ccccc1 | 16 | -7
C[C@@H]1CN([C@H](C)CO)C(=O)c2cc(-c3cccc(F)c3)cnc2O[C@H]1CN(C)Cc1cccc(F)c1 | 12 | 1
C[C@@H]1CN([C@@H](C)CO)C(=O)c2cccc(NC(=O)Nc3ccc(C(F)(F)F)cc3)c2O[C@H]1CN(C)Cc1ccc(C(=O)O)cc1 | 1 | 7
C[C@@H]1CN([C@H](C)CO)C(=O)c2cccc(NS(=O)(=O)c3cccs3)c2O[C@H]1CN(C)C(=O)Nc1ccccc1 | 4 | -1
COc1ccc(S(=O)(=O)Nc2ccc3c(c2)C(=O)N([C@H](C)CO)C[C@@H](C)[C@@H](CN(C)C(=O)Nc2ccc4c(c2)OCO4)O3)cc1 | -7 | -2
C[C@@H]1CN([C@H](C)CO)C(=O)c2cc(NS(=O)(=O)c3ccc(Cl)cc3)ccc2O[C@@H]1CN(C)S(C)(=O)=O | -2 | -8
C[C@@H]1CN([C@H](C)CO)S(=O)(=O)c2ccc(-c3ccc(C(=O)N(C)C)cc3)cc2O[C@H]1CN(C)C(=O)C1CC1 | 4 | -2
COc1cccc(C(=O)Nc2ccc3c(c2)C(=O)N(C)C[C@H](OC)[C@@H](C)CN[C@@H](C)CO3)c1 | -3 | -13
C[C@H]1CN([C@@H](C)CO)S(=O)(=O)c2ccc(C#CCN(C)C)cc2O[C@@H]1CN(C)C(=O)C1CC1 | 3 | 12
CO[C@H]1CN(C)C(=O)c2cc(NS(C)(=O)=O)ccc2OC[C@@H](C)N(Cc2cccnc2)C[C@@H]1C | 1 | -20
CCS(=O)(=O)Nc1ccc2c(c1)C(=O)N(C)C[C@@H](OC)[C@H](C)CN(C)[C@@H](C)CO2 | 0 | 1
C[C@@H]1CN([C@@H](C)CO)S(=O)(=O)c2ccc(C#CC3CCCC3)cc2O[C@@H]1CN(C)C(=O)c1cccc(F)c1 | 20 | 4
Cc1noc(C)c1S(=O)(=O)N(C)C[C@H]1Oc2ccc(NS(=O)(=O)c3ccc(F)cc3)cc2C(=O)N([C@H](C)CO)C[C@H]1C | 1 | 13
C[C@@H]1CN([C@@H](C)CO)S(=O)(=O)c2ccc(-c3ccccc3)cc2O[C@@H]1CN(C)C(=O)C1CC1 | -4 | 11
C[C@H](O)C#Cc1cnc2c(c1)C(=O)N([C@H](C)CO)C[C@H](C)[C@H](CN(C)CC1CC1)O2 | -17 | -11
CO[C@@H]1CN(C)C(=O)c2cc(NS(C)(=O)=O)ccc2OC[C@@H](C)N(Cc2cccnc2)C[C@H]1C | -5 | 11
C/C=C/c1ccc2c(c1)O[C@@H](CN(C)C(=O)C1CCC1)[C@H](C)CN([C@H](C)CO)S2(=O)=O | 4 | -2
C[C@H](CO)N1C[C@H](C)[C@H](CN(C)Cc2ccncc2)Oc2ncc(-c3ccc(F)cc3)cc2C1=O | -6 | -8
C[C@H](CO)N1C[C@H](C)[C@H](CN(C)CC2CC2)Oc2ncc(-c3ccc(C#N)cc3)cc2C1=O | -9 | 14
C[C@@H]1CN([C@H](C)CO)C(=O)c2cccc(NC(=O)C3CCCCC3)c2O[C@H]1CN(C)Cc1ccc(-c2ccccc2)cc1 | 17 | -11
COc1cccc(-c2cnc3c(c2)C(=O)N([C@H](C)CO)C[C@@H](C)[C@@H](CN(C)CC2CC2)O3)c1 | -9 | -9
COc1ccc(NC(=O)Nc2cccc3c2O[C@H](CN(C)Cc2ccc(Cl)c(Cl)c2)[C@@H](C)CN([C@H](C)CO)C3=O)cc1 | 0 | 22
COCC(=O)Nc1ccc2c(c1)OC[C@@H](C)N(Cc1ccccc1OC)C[C@@H](C)[C@H](OC)CN(C)C2=O | -7 | -16
C[C@H]1CN([C@@H](C)CO)C(=O)c2cc(-c3ccc(F)cc3)cnc2O[C@@H]1CN(C)Cc1ccc(F)cc1 | 7 | -14
SMILES | EWS-Fli block | LGR2 antag
CC(C)CC#Cc1ccc2c(c1)O[C@H](CN(C)Cc1ccccc1)[C@H](C)CN([C@H](C)CO)S2(=O)=O | 22 | -5
COc1ccc(NC(=O)N(C)C[C@@H]2Oc3c(NC(=O)Nc4ccc(C(F)(F)F)cc4)cccc3C(=O)N([C@H](C)CO)C[C@@H]2C)cc1 | 1 | 6
C[C@@H]1CN([C@@H](C)CO)S(=O)(=O)c2ccc(C#CC3CC3)cc2O[C@H]1CN(C)Cc1cncnc1 | 6 | -19
CCCN1C[C@H](C)[C@H](OC)CN(C)C(=O)c2ccc(NC(=O)CC)cc2OC[C@@H]1C | -16 | 10
C[C@H](CO)N1C[C@H](C)[C@H](CN(C)Cc2cccc(C(F)(F)F)c2)Oc2ncc(-c3cccc(F)c3)cc2C1=O | -6 | 2
C[C@@H]1CN([C@H](C)CO)S(=O)(=O)c2ccc(-c3ccncc3)cc2O[C@H]1CN(C)C(=O)C1CCCCC1 | 6 | -3
CCC(=O)Nc1ccc2c(c1)C(=O)N(C)C[C@@H](OC)[C@H](C)CN(C(=O)CN1CCOCC1)[C@H](C)CO2 | 12 | -2
C[C@@H]1CN([C@@H](C)CO)C(=O)c2cccc(NS(=O)(=O)c3cccs3)c2O[C@@H]1CN(C)C(=O)Nc1ccccc1 | 0 | -16
CO[C@H]1CN(C)C(=O)c2ccc(NC(=O)C3CC3)cc2OC[C@@H](C)N(Cc2cncnc2)C[C@H]1C | -4 | 4
C[C@@H]1CN([C@@H](C)CO)C(=O)c2cc(-c3ccncc3)cnc2O[C@@H]1CN(C)C(=O)C1CCC1 | -11 | 1
COc1ccc(C#Cc2cnc3c(c2)C(=O)N([C@@H](C)CO)C[C@@H](C)[C@@H](CN(C)C(=O)Nc2cccc(OC)c2)O3)cc1 | -11 | -9
C[C@@H]1CN([C@@H](C)CO)C(=O)c2cc(NC(=O)Nc3ccccc3)ccc2O[C@H]1CN(C)Cc1ccc(Cl)c(Cl)c1 | -70 | -25
CC(C)NC(=O)N(C)C[C@@H]1Oc2ccc(NS(=O)(=O)c3cccs3)cc2C(=O)N([C@@H](C)CO)C[C@@H]1C | -3 | 3
O=C(NCc1ccccc1)[C@@H]1[C@@H](CO)[C@@H]2Cn3c(ccc(-c4cccnc4)c3=O)[C@@H]2N1Cc1cocn1 | -3 | -3
C[C@@H]1CN([C@H](C)CO)C(=O)c2cc(-c3ccc(F)cc3)cnc2O[C@@H]1CN(C)C(=O)Nc1ccc(F)cc1 | -11 | -2
CO[C@@H]1CN(C)C(=O)c2cc(NS(C)(=O)=O)ccc2OC[C@H](C)N(Cc2cccnc2)C[C@@H]1C | 4 | 16
CO[C@@H]1CN(C)C(=O)c2cc(NC(=O)Nc3cc(Cl)cc(Cl)c3)ccc2OC[C@@H](C)NC[C@@H]1C | 23 | 12
C[C@H](CO)N1C[C@H](C)[C@@H](CN(C)C(=O)C2CCCCC2)Oc2cc(Br)ccc2S1(=O)=O | -9 | -2
COCC(=O)Nc1ccc2c(c1)OC[C@H](C)N(Cc1ccncc1)C[C@@H](C)[C@H](OC)CN(C)C2=O | -2 | 1
C[C@@H]1CN([C@H](C)CO)S(=O)(=O)c2ccc(Br)cc2O[C@@H]1CN(C)C(=O)C1CCC1 | -6 | -14
CCCC(=O)Nc1ccc2c(c1)C(=O)N(C)C[C@H](OC)[C@@H](C)CN(Cc1ccncc1)[C@H](C)CO2 | 2 | -5
CO[C@@H]1CN(C)C(=O)c2ccc(NC(=O)C3CCCCC3)cc2OC[C@@H](C)N(C)C[C@H]1C | 3 | -17
C[C@H](CO)N1C[C@H](C)[C@H](CN(C)Cc2ccncc2)Oc2ncc(C#Cc3ccncc3)cc2C1=O | -3 | -18
COc1ccc(C#Cc2cnc3c(c2)C(=O)N([C@@H](C)CO)C[C@@H](C)[C@@H](CN(C)CC2CC2)O3)cc1 | 10 | 24
CCC(=O)N(C)C[C@H]1Oc2cc(C3=CCCCC3)ccc2S(=O)(=O)N([C@H](C)CO)C[C@H]1C | -10 | 14

3 entries from above, arranged by molecular weight, falling.
SMILES | EWS-Fli block | LGR2 antag
C[C@@H]1CN([C@H](C)CO)S(=O)(=O)c2ccc(-c3ccncc3)cc2O[C@H]1CN(C)C(=O)C1CCCCC1 | 6 | -3
C[C@H](CO)N1C[C@H](C)[C@H](CN(C)Cc2ccncc2)Oc2ncc(C#Cc3ccncc3)cc2C1=O | -3 | -18
CO[C@H]1CN(C)C(=O)c2ccc(NC(=O)C3CC3)cc2OC[C@@H](C)N(Cc2cncnc2)C[C@H]1C | -4 | 4

The listing continues:
SMILES | EWS-Fli block | LGR2 antag
COc1ccc(S(=O)(=O)N(C)C[C@H]2Oc3ccc(NS(=O)(=O)c4cn(C)cn4)cc3C(=O)N([C@@H](C)CO)C[C@H]2C)cc1 | -8 | 11
CO[C@@H]1CN(C)C(=O)c2ccc(NC(=O)c3ccc(Oc4ccccc4)cc3)cc2OC[C@@H](C)N(C(C)=O)C[C@H]1C | 14 | -9
COCC(=O)N1C[C@@H](C)[C@H](OC)CN(C)C(=O)c2ccc(NC(=O)Nc3cccc(F)c3)cc2OC[C@H]1C | -9 | -13
CCCC(=O)Nc1ccc2c(c1)C(=O)N(C)C[C@@H](OC)[C@H](C)CN(C(=O)CC)[C@@H](C)CO2 | 6 | 10
C[C@@H]1CN([C@@H](C)CO)C(=O)c2cccc(NC(=O)c3cnccn3)c2O[C@@H]1CN(C)S(=O)(=O)c1ccc(Cl)cc1 | 6 | -3
CCCNC(=O)Nc1ccc2c(c1)C(=O)N(C)C[C@@H](OC)[C@@H](C)CN(C(=O)c1ccccc1F)[C@H](C)CO2 | 3 | -8
Cc1noc(C)c1NC(=O)Nc1ccc2c(c1)C(=O)N([C@H](C)CO)C[C@@H](C)[C@@H](CN(C)C(=O)Nc1ccccc1)O2 | -4 | -13
C[C@H]1CN([C@@H](C)CO)C(=O)c2cc(C#CC3CCCCC3)cnc2O[C@H]1CN(C)C | -1 | -2
C[C@H]1CN([C@@H](C)CO)S(=O)(=O)c2ccc(Br)cc2O[C@@H]1CN(C)C(=O)C1CCC1 | -2 | 15
COc1ccc(S(=O)(=O)N(C)C[C@@H]2Oc3ccc(NS(=O)(=O)c4cn(C)cn4)cc3C(=O)N([C@H](C)CO)C[C@@H]2C)cc1 | -8 | -12
C[C@@H]1CN([C@H](C)CO)C(=O)c2cc(-c3ccc(F)cc3)cnc2O[C@H]1CN(C)Cc1ccc(F)cc1 | -15 | -2
COc1ccc(S(=O)(=O)N(C)C[C@@H]2Oc3c(NC(=O)Nc4c(C)noc4C)cccc3C(=O)N([C@H](C)CO)C[C@@H]2C)cc1 | 2 | 9

Nothing new here: 18 of the compounds above.
SMILES | EWS-Fli block | LGR2 antag
C[C@@H]1CN([C@H](C)CO)S(=O)(=O)c2ccc(Br)cc2O[C@@H]1CN(C)C(=O)C1CCC1 | -6 | -14
CCCC(=O)Nc1ccc2c(c1)C(=O)N(C)C[C@H](OC)[C@@H](C)CN(Cc1ccncc1)[C@H](C)CO2 | 2 | -5
CO[C@@H]1CN(C)C(=O)c2ccc(NC(=O)C3CCCCC3)cc2OC[C@@H](C)N(C)C[C@H]1C | 3 | -17
C[C@H](CO)N1C[C@H](C)[C@H](CN(C)Cc2ccncc2)Oc2ncc(C#Cc3ccncc3)cc2C1=O | -3 | -18
COc1ccc(C#Cc2cnc3c(c2)C(=O)N([C@@H](C)CO)C[C@@H](C)[C@@H](CN(C)CC2CC2)O3)cc1 | 10 | 24
CCC(=O)N(C)C[C@H]1Oc2cc(C3=CCCCC3)ccc2S(=O)(=O)N([C@H](C)CO)C[C@H]1C | -10 | 14
COc1ccc(S(=O)(=O)N(C)C[C@H]2Oc3ccc(NS(=O)(=O)c4cn(C)cn4)cc3C(=O)N([C@@H](C)CO)C[C@H]2C)cc1 | -8 | 11
CO[C@@H]1CN(C)C(=O)c2ccc(NC(=O)c3ccc(Oc4ccccc4)cc3)cc2OC[C@@H](C)N(C(C)=O)C[C@H]1C | 14 | -9
COCC(=O)N1C[C@@H](C)[C@H](OC)CN(C)C(=O)c2ccc(NC(=O)Nc3cccc(F)c3)cc2OC[C@H]1C | -9 | -13
CCCC(=O)Nc1ccc2c(c1)C(=O)N(C)C[C@@H](OC)[C@H](C)CN(C(=O)CC)[C@@H](C)CO2 | 6 | 10
C[C@@H]1CN([C@@H](C)CO)C(=O)c2cccc(NC(=O)c3cnccn3)c2O[C@@H]1CN(C)S(=O)(=O)c1ccc(Cl)cc1 | 6 | -3
CCCNC(=O)Nc1ccc2c(c1)C(=O)N(C)C[C@@H](OC)[C@@H](C)CN(C(=O)c1ccccc1F)[C@H](C)CO2 | 3 | -8
Cc1noc(C)c1NC(=O)Nc1ccc2c(c1)C(=O)N([C@H](C)CO)C[C@@H](C)[C@@H](CN(C)C(=O)Nc1ccccc1)O2 | -4 | -13
C[C@H]1CN([C@@H](C)CO)C(=O)c2cc(C#CC3CCCCC3)cnc2O[C@H]1CN(C)C | -1 | -2
C[C@H]1CN([C@@H](C)CO)S(=O)(=O)c2ccc(Br)cc2O[C@@H]1CN(C)C(=O)C1CCC1 | -2 | 15
COc1ccc(S(=O)(=O)N(C)C[C@@H]2Oc3ccc(NS(=O)(=O)c4cn(C)cn4)cc3C(=O)N([C@H](C)CO)C[C@@H]2C)cc1 | -8 | -12
C[C@@H]1CN([C@H](C)CO)C(=O)c2cc(-c3ccc(F)cc3)cnc2O[C@H]1CN(C)Cc1ccc(F)cc1 | -15 | -2
COc1ccc(S(=O)(=O)N(C)C[C@@H]2Oc3c(NC(=O)Nc4c(C)noc4C)cccc3C(=O)N([C@H](C)CO)C[C@@H]2C)cc1 | 2 | 9
